Source: PubChem
SRC3 TRFRET art = flags TR-FRET format artefacts in PPARgamma SRC-3 recruitment agonist screen. TR-FRET artefact counter-screen, PPARgamma/SRC-3 format; hits give high values. TR-FRET ratio at 8 µM. 99,000 tested, 0.39% active. AID 1048; in the data active = TR-FRET ratio above about 2000; also: inactives centre near 1600; reference of the scale not given here
SRC1 TRFRET art = flags TR-FRET format artefacts in PPARgamma SRC-1 recruitment agonist screen; TR-FRET detection artefact counter-screen, emission ratio; hits give high values; TR-FRET ratio at 8 µM; 99,000 tested, 0.34% active; AID 1051; in the data active = TR-FRET ratio above about 2300; also: inactives centre near 1800; reference of the scale not given here
* hit, by the source's call.

SMILES	SRC3 TRFRET art	SRC1 TRFRET art
COc1ccc(/C=N/NC(=O)c2[nH]nc3c2CCc2ccccc2-3)cc1OC	1526	1977
CC(C)CC(NC(N)=O)C(=O)NCc1ccc(Cl)cc1 (centres undefined)	1593	1980
O=C(COc1ccc(Cl)cc1Cl)N(c1ccccn1)C1CCCCC1	1527	1699
CC1CCc2c(sc(NC(=O)c3ccccc3C(=O)O)c2C#N)C1 (centres undefined)	1647	1674
C/C(=N\NC(=O)c1cccc([N+](=O)[O-])c1)c1ccncc1	1513	1781
CCOc1ccc(NC(=O)CC2C(=O)N(c3ccc(OC)cc3)C(=S)N2Cc2ccccn2)cc1 (centres undefined)	1495	1633
CC(=O)c1c(C)[nH]c(C(=O)CSc2nnc3ccccn23)c1C	1522	1779
Cc1ccc2nc(-c3ccc(SCC(=O)Nc4ccc5c(c4)OCCO5)nc3)[nH]c2c1	1756	1889
COc1ccc(C(=O)Nc2ccc(NC(=O)c3cccs3)cc2)cc1Cl	1731	1743
O=S(=O)(/C=C/c1ccccc1)Nc1cccc(S(=O)(=O)NC2=NCCC2)c1	1572	1875
Cc1ccc(NC(=S)N2CCOCC2)cc1	1556	1573
COC(=O)CN1C(=O)CC(C)(C)Sc2ccccc21	1593	1900
COc1ccc(Cc2n[nH]c(=S)n2-c2ccc3c(c2)OCCO3)cc1	1702	1755
Cc1ccc(NC(=O)C(=O)NCCc2c[nH]c3ccccc23)cc1C	1460	1638
O=[N+]([O-])c1ccc(Oc2ccc(C(F)(F)F)cn2)cc1	1490	1901
COc1cc(NC(=S)N2CCN(c3ccccn3)CC2)c(OC)cc1Cl	1515	1656
C/C(=C\C(=O)OCC(=O)NCc1ccccc1)C(=O)OCC(=O)NCc1ccccc1	1606	1602
O=C(COC(=O)c1ccc(O)cc1)Nc1ccc(OC(F)F)cc1	1564	1650
CC(C(=O)NCCc1ccc(F)cc1)N1CCN(Cc2ccccc2)CC1 (centres undefined)	1739	1916
COC(=O)c1cc2c(ccn2-c2ccc(F)cc2)n1Cc1ccc(OC)cc1	1541	2066

Looked up by compound from the list above (seven):
SMILES	SRC3 TRFRET art	SRC1 TRFRET art
O=C(COc1ccc(Cl)cc1Cl)N(c1ccccn1)C1CCCCC1	1527	1699
Cc1ccc(NC(=O)C(=O)NCCc2c[nH]c3ccccc23)cc1C	1460	1638
CCOc1ccc(NC(=O)CC2C(=O)N(c3ccc(OC)cc3)C(=S)N2Cc2ccccn2)cc1 (centres undefined)	1495	1633
COc1cc(NC(=S)N2CCN(c3ccccn3)CC2)c(OC)cc1Cl	1515	1656
C/C(=C\C(=O)OCC(=O)NCc1ccccc1)C(=O)OCC(=O)NCc1ccccc1	1606	1602
CC(=O)c1c(C)[nH]c(C(=O)CSc2nnc3ccccn23)c1C	1522	1779
COC(=O)c1cc2c(ccn2-c2ccc(F)cc2)n1Cc1ccc(OC)cc1	1541	2066

Look-ups from above.
COc1ccc(/C=N/NC(=O)c2[nH]nc3c2CCc2ccccc2-3)cc1OC – SRC3 TRFRET art = 1526
COC(=O)CN1C(=O)CC(C)(C)Sc2ccccc21 – SRC1 TRFRET art = 1900
CC(C(=O)NCCc1ccc(F)cc1)N1CCN(Cc2ccccc2)CC1 (centres undefined) – SRC1 TRFRET art = 1916

The list goes on:
SMILES	SRC3 TRFRET art	SRC1 TRFRET art
O=S(=O)(Oc1ccccc1/C=N/n1cnnc1)c1ccccc1	1576	1993
CSc1ccc(/C=C/C(=O)NC(=O)c2ccccc2O)cc1	1539	1928
Cc1ccc2c(c1)C(c1ccc(F)cc1)N(C(=O)c1cc3ccccc3oc1=O)CC(=O)N2 (centres undefined)	1664	1944
CCOC(=O)C1CCN(C(=O)c2cccs2)CC1	1576	1816
O=C(c1ccco1)N1N=C(c2ccc(Cl)cc2)CC1(O)C(F)(F)F (centres undefined)	1690	1753
COCCNC(=O)CSc1ccccc1C(=O)NCC1CCCCC1	1414	1921
CCCCCCCCCC(=O)Nn1cnc2ccccc2c1=O	1723	1847
CC1=NN(C(=O)Cn2nc([N+](=O)[O-])cc2C)C(O)(C(F)(F)F)C1 (centres undefined)	1536	1808
COc1ccccc1N1CCN(C(=O)Cn2nnc(-c3cccs3)n2)CC1	1699	1857
O=C(COC(=O)c1cn(-c2ccccc2)nc1-c1ccc(F)cc1)Nc1ncc(Cl)cc1Cl	1294	1875
COCCSc1nnc(NS(=O)(=O)c2ccccc2)s1	1643	2002
CSc1ccc(Cl)c(C(=O)OCC(=O)N(C)CCC#N)c1	1586	1802
Nc1ccc2c(c1)Cc1cc([N+](=O)[O-])ccc1-2	1573	1760
CCOC(=O)C(CC)/C(C)=N\NC(=O)c1ccccc1O (centres undefined)	1669	1788
COc1ccc(-c2nc(CN(Cc3cnn(C)c3)C(C)C)c(C)o2)c(OC)c1	1608	1863
CCOc1cc(/C=N/N=C2/NC(=O)C(CC(=O)O)S2)ccc1OCc1ccc(Cl)cc1 (centres undefined)	1577	1568
O=C(C1CCN(C2CCN(Cc3ccc4cc(F)ccc4n3)CC2)CC1)N1CCCC1	1415	1890
CCCC(C)C(=O)OCC(=O)Nc1ccc(Br)cc1 (centres undefined)	1662	2031
Cc1ccccc1-n1c(C)c(C#N)c(=O)c(-[n+]2ccccc2)c1[S-]	1577	1837
CCSc1nnc(NC(=O)CSc2nnc(CNC(=O)c3ccc(OC)c(OC)c3)o2)s1	1518	1675
Cc1nc2ccccc2c2oc(C(=O)NCCN3CCCCC3C)cc12 (centres undefined)	1555	1841
CCOc1cc2[nH]c(=S)n(CCCN3CCCC3=O)c(=O)c2cc1OCC	1586	1767
O=C(O)CC(c1cccc([N+](=O)[O-])c1)N1Cc2ccccc2C1=O (centres undefined)	1682	1977
CCOc1ccccc1NC(=O)NCCC1=CCCCC1	1481	1816
COc1ccc2oc(=O)c(/C(C)=N/Nc3ccccc3)cc2c1	1692	1957
CC1CCCCC1NC(=O)CCCCCn1c(=S)[nH]c2ccccc2c1=O (centres undefined)	1585	2030
COc1ccc(-n2c(CCc3ccccc3)nnc2SCC(=O)c2ccccc2)cc1	1744	2069
CC(=O)NCC(=O)NC(C(=O)Nc1ccc2c(c1)OCCO2)c1ccc(C)cc1 (centres undefined)	1581	1676
CCOc1cc2c(cc1OCC)C(c1ccccc1)N(c1ccccc1)C(=O)C2 (centres undefined)	1568	1631
Cc1cccc2cc(C#N)c(SCc3nnc(-c4ccccc4[N+](=O)[O-])o3)nc12	1721	1889
CO/N=C/c1ccc(Oc2ccc(C)cc2)c([N+](=O)[O-])c1	1497	2021
Cc1nnc(SCC(=O)c2c(N)n(C)c(=O)n(C)c2=O)n1Cc1ccccc1	1401	2002
CN(C(=O)CSc1nnnn1-c1ccccc1)C1CCS(=O)(=O)C1 (centres undefined)	1395	1583
Cc1ccc(C2C3=C(Nc4[nH]n(-c5ccccc5)c(=O)c42)c2ccccc2C3=O)cc1 (centres undefined)	1588	1939
Cc1ccc(S(=O)(=O)N2CCN(c3ccnc4cc(Cl)ccc34)CC2)cc1C	1728	1680
Cc1ccc(CNC(=O)c2ccc(OCC3CCCO3)cc2)cc1 (centres undefined)	1737	1785
N=c1sccn1CC(=O)NC(=O)NC1CCCC1	1482	1812
Cc1csc(SCC(=O)NC(=O)NC2CCCC2)n1	1431	1889
CC1=C(C(=O)NCCc2ccc(C)cc2)C2(CCC(C)CC2)OC1=O (centres undefined)	1636	1651
Cc1ccc(-c2nnc(CCC(=O)NCC3C4CC5CC(C4)CC3C5)o2)s1 (centres undefined)	1562	1875
O=C(CN1C(=O)C(=O)c2ccccc21)NCCc1ccccc1	1744	1934
CCOC(=O)C(NC(=O)CC(C)C)(Nc1sc(C)c(CC)c1C#N)C(F)(F)F (centres undefined)	1533	1800
COc1ccc(N2C(=O)CC(Sc3nc4ccccc4s3)C2=O)cc1OC (centres undefined)	1566	1597
O=C(c1ccc(Cl)cc1)N(c1ccccn1)C1CCCCC1	1648	1884
O=C(CC12CC3CC(CC(C3)C1)C2)NC(Cc1ccccc1)C(=O)O (centres undefined)	1541	2001
Cc1ccccc1Cn1cnc2ccccc21	1604	1767
CCOC(=O)N1CCN(CCC(=O)Nc2cc(OC)ccc2OC)CC1	1421	1677
C/C(=C\C(=O)c1c(O)cc(C)oc1=O)N(C)C	1539	1836
O=C(CSC(=S)N1CCN(c2ccccc2)CC1)Nc1nc(-c2ccccc2)c(-c2ccccc2)o1	1668	1913
NC(=O)c1ccc(Oc2ncc(C(F)(F)F)cc2Cl)cc1	1620	1923
CC(NC(=O)COC(=O)CCc1ccc(S(=O)(=O)N2CCOCC2)cc1)C1CC2CCC1C2 (centres undefined)	1173	1660
CN(C(=S)Oc1ccc(C(=O)Nc2ccccc2)cc1)c1ccccc1	1493	1522
CC(=O)Oc1ccc(C(=O)NCCc2ccccc2)cc1	1646	2097
CCCC(=O)OC(C(=O)Nc1cc(C(F)(F)F)ccc1Cl)c1ccccc1 (centres undefined)	1591	1808
O=C(CSc1ccccc1C(=O)NCc1ccccc1)NC12CC3CC(CC(C3)C1)C2	1707	1740
Nc1nc(SCC(=O)c2cc(F)ccc2F)n[nH]1	1485	1754
Cc1ccc(NC(=O)/C(C#N)=C/c2cn(CC(=O)NCc3ccco3)c3ccccc23)cc1C	1387	1753
COc1cc(/C=N/Nc2ccccn2)cc(OC)c1O	1461	1509
S=C(NC1CCCCC1)NN(c1ccccc1)c1ccccc1	1498	1759
CCOc1ncccc1C(=O)NCc1ccc(OC)c(OC)c1	1518	1882

Complete entries, quoted from the list:
`CCCC(=O)OC(C(=O)Nc1cc(C(F)(F)F)ccc1Cl)c1ccccc1` (centres undefined) is entered as SRC3 TRFRET art = 1591; SRC1 TRFRET art = 1808
`CN(C(=S)Oc1ccc(C(=O)Nc2ccccc2)cc1)c1ccccc1` is entered as SRC3 TRFRET art = 1493; SRC1 TRFRET art = 1522
`COc1ccc(N2C(=O)CC(Sc3nc4ccccc4s3)C2=O)cc1OC` (centres undefined) is entered as SRC3 TRFRET art = 1566; SRC1 TRFRET art = 1597

More structures.
SMILES	SRC3 TRFRET art	SRC1 TRFRET art
CCOc1ccc(CC(=NCCO)C2=C(O)CC(C)(C)CC2=O)cc1OCC	1625	1921
N#Cc1c(-c2ccccc2)cc(-c2ccccc2)nc1Br	2095*	1479
COc1cccc(Nc2ccccc2C(=O)O)c1	1631	1909
Cc1oc2c(c1C(=O)N1CCC(C)CC1)C(=O)c1ccccc1C2=O	1699	1471
COc1ccc(OC(C)C(=O)Nc2ccccc2C(F)(F)F)cc1 (centres undefined)	1698	1767
O=C(COc1ccc(Cl)cc1)NCc1nnc2c3ccccc3c(-c3ccccc3)nn12	1509	1835
NC(=O)CSc1cn(Cc2ccccc2)c2ccccc12	1526	1608
Cc1c(C(=O)Nc2ccc(N3CCOCC3)cc2)cccc1[N+](=O)[O-]	1471	1687
O=C(NCC1CCCO1)C(Cc1ccccc1)N1C(=O)C2C3C=CC(C4CC34)C2C1=O (centres undefined)	1595	1817
Cc1ccc(C)c(Cc2c(C)nc(C)[nH]c2=O)c1	1646	1906
COc1ccc(/C=N/NC(=O)c2ccc(Br)cc2)c(OC)c1	1546	1927
CCC(NC(=O)c1ccccc1NC(=O)c1ccc(OC)cc1)C(=O)N1CCCC1 (centres undefined)	1451	1780
COc1ccc(Nc2cc(C)nc3nc(C)nn23)c(OC)c1	1789	1606
CCOC(=O)C1=C(C)N=C(/N=C/N(C)C)SC1c1ccccc1 (centres undefined)	1459	1610
CCCCN(CCCC)C(=S)NC(=O)C(C)(C)C	1449	1728
COc1cccc2c(SCC(=O)N/N=C/c3ccc(O)cc3O)cc(C)nc12	1638	2023
CCOC(=O)c1c(NC(=O)CN2C(=O)NC(C)(c3ccc(Cl)cc3)C2=O)sc(C(=O)NC)c1C (centres undefined)	1484	1875
COCCN1CCc2[nH]c(=S)[nH]c(=O)c2C1	1663	1792
CC1(C)CC(=O)c2sc(NC(=O)C(C)(C)C)nc2C1	1667	2036
CC(C)(C)c1cc[n+](CC(=O)Nc2cc(C(F)(F)F)ccc2N2CCOCC2)cc1	1552	1471
O=C(/C=C/c1cccs1)Nc1ccc(N2CCOCC2)c(S(=O)(=O)Nc2cc(Cl)ccc2Cl)c1	1537	1646
COc1ccc(C(=O)N/N=C/c2sc(N3CCOCC3)nc2-c2ccccc2)cc1OC	1685	1770
COc1ccccc1N1CCN(C(=O)c2ccc(Br)s2)CC1	1464	1725
COc1cc(/C=C2\SC(=Nc3c(C)n(C)n(-c4ccccc4)c3=O)NC2=O)ccc1O	1564	1663
COc1ccc(C(=O)N/C(=C\c2ccco2)C(=O)NCCCn2ccnc2)cc1	1655	1918
Cc1[nH][nH]c(=O)c1C(c1ccc(-c2ccc(C(=O)O)cc2)o1)c1c(C)[nH][nH]c1=O	1436	1536
CN(C)CCCn1c(SCC(=O)N2c3ccccc3Sc3ccccc32)nc2ccccc2c1=O	1784	1761
CCNc1nc(NCC)nc(N/N=C(\C)c2ccc(OC)cc2)n1	1496	1537
c1ccc(N2CCN(Cc3cnc(N4CCOCC4)s3)CC2)cc1	1667	1918
O=C(/C=C/c1cccc(Cl)c1)Nc1ncccn1	1787	1665
CC(=O)c1ccc(N2CCN(C(=S)Nc3ccccc3C(F)(F)F)CC2)cc1	1781	1899
COc1ccc(C2C=C(C34CC5CC(CC(C5)C3)C4)NC(=S)N2)cc1 (centres undefined)	1287	1619
COc1ccccc1NC(=S)NCc1cccnc1	1681	1996
COc1ccc(/C=C/C(=O)N2CCCC2)cc1OC	1512	2032
O=C(COc1cccnc1[N+](=O)[O-])N1CCc2ccccc2C1	1611	1887
COc1cccc(NC(=O)C2CCCN(S(=O)(=O)c3cccc4nonc34)C2)c1 (centres undefined)	1671	1678
Fc1ccc(Nc2nc3ccccc3s2)cc1	1554	1735
Cc1ccc(CCN2C(=O)CCC2(C)C(=O)NC2CCCC2)cc1 (centres undefined)	1493	1693
Cc1cc(NC(=O)CSc2ncnc3sccc23)no1	1499	1666

An excerpt; count on the stated rates, not on these rows.
